Screens (PubChem)
sPLA2-III inh = human group III sPLA2 inhibitors, primary screen, biochemical, QFRET, BODIPY PC-A2 liposome substrate; Group 3 secretory phospholipase A2 (Homo sapiens), Q9NZ20; QFRET BODIPY PC-A2 liposome hydrolysis, fluorescence; inhibition, % at 12.2 µM; hit rate 0.56% among 370,000;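 active = inhibition above mean plus 3 SD of compounds lying within the high and low control bounds, cut at about 19% in these data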;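 also: 0% = median of test compound wells and 100% = no enzyme DMSO wells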
Target sequence (Q9NZ20 whole entry, looked up): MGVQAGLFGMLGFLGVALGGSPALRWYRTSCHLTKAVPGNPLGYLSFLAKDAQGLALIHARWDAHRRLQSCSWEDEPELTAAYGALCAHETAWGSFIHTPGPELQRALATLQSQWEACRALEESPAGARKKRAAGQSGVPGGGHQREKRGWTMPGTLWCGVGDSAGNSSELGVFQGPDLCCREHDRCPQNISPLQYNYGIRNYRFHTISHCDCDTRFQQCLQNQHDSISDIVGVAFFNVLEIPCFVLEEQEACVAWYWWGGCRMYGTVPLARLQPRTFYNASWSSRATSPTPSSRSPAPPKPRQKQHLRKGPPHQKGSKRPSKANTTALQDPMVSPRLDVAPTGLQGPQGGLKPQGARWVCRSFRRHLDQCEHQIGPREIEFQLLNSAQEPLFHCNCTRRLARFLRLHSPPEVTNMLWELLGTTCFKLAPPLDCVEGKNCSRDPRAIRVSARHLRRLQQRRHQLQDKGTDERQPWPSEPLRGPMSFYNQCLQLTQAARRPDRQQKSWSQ
hgDAF12 agonist = H. glycines DAF-12 receptor agonists, primary screen, cell-based, luminescence, HEK293, GAL4 fusion, UAS-luciferase. Nuclear hormone receptor DAF-12 (Heterodera glycines), GAL4 fusion. HEK293 GAL4-hgDAF12 UAS-luciferase reporter, agonist luminescence; normalized to butyrate control. activation, % at 6.8 µM. hit rate 1.8% among 370,000. AID 687014, 2013;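 active = activation above a cutoff set at the mean of all screened compounds plus 3 SD, cut at about 10% in these data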;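 also: 0% = DMSO wells and 100% = sodium butyrate wells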
ssDAF-12 act = S. stercoralis DAF-12 nuclear receptor activators, primary screen, cell-based, luminescence, HEK293, GRIP1 co-expression, lit1-tk-luc. Nuclear hormone receptor DAF-12 (Strongyloides stercoralis). HEK293 ssDAF-12/GRIP1 lit1-tk-luc reporter; % of 3 µM dafachronic acid response. activation, % at 6.8 µM. hit rate 1% among 370,000. AID 652126, 2013;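 active = activation above the mean over all tested compounds plus 3 SD, cut at about 0.9% in these data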;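 also: 0% = DMSO-only wells and 100% = 3 µM delta7-dafachronic acid wells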
SMARCA2 activ = SMARCA2 (BRM) function activators, primary screen, cell-based, luminescence, high throughput; MG213 cells, MMTV-luciferase reporter, dexamethasone, overnight; activation, % at 9.1 µM; hit rate 1% among 370,000; AID 652017, 2013; in the data active = activation above about 7.8%;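 also: 0% = vehicle wells and 100% = reference activator wells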
hcDAF-12 act = H. contortus DAF-12 nuclear receptor activators, primary screen, cell-based, luminescence, HEK293, lit1-tk-luc reporter; HEK293 hcDAF-12 lit1-tk-luc reporter; 0% DMSO, 100% Δ7-dafachronic acid; activation, % at 6.8 µM; hit rate 1.4% among 370,000; AID 652067, 2013;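 active = activation above the mean of all tested compounds plus 3 SD, cut at about 5.5% in these data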;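 also: 100% = response to 3 µM Δ7-dafachronic acid high control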
FXN GAA850 act = FXN promoter activators, primary screen, cell-based, luciferase luminescence, HEK293 lucGAA850. hit rate 0.56% among 360,000. activation, % at 6 µM. HEK293 lucGAA850 FXN promoter luciferase reporter, 24 h; percent of 10 µM SAHA response;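 active = activation above the average of all compounds screened plus 3 SD, cutoff fixed separately per campaign, cut at about 7.5% in these data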;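 also: 0% = DMSO wells and 100% = 10 µM SAHA wells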
NPR1 activator = GC-A stimulated cGMP production enhancers – HEK293 GC-A cells, cGMP TR-FRET, EC30 ANP, primary screen; AID 1671463, 2021; 0% at EC30 ANP, 100% saturating ANP; hit rate 0.14% among 370,000; activation, % at 10 µM; in the data active = activation above about 40%
DAX1 inh-1 = DAX1 (NR0B1) inhibitors, primary screen, cell-based, HEK293, Gal4-DAX1, luciferase luminescence | Nuclear receptor subfamily 0 group B member 1 (Homo sapiens), P51843 | HEK293 Gal4-DAX1 luciferase reporter | inhibition, % at 6.75 µM | hit rate 0.99% among 340,000 | AID 504766, 2011;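 active = inhibition above the mean over all tested compounds plus 3 SD, cut at about 4.2% in these data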;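 also: 0% = DAX1-transfected cells with DMSO and 100% = empty-vector control cells with DMSO; inhibition shows as a rise in luminescence from relieved DAX1 repression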
Target sequence (P51843 207-470 limits assumed): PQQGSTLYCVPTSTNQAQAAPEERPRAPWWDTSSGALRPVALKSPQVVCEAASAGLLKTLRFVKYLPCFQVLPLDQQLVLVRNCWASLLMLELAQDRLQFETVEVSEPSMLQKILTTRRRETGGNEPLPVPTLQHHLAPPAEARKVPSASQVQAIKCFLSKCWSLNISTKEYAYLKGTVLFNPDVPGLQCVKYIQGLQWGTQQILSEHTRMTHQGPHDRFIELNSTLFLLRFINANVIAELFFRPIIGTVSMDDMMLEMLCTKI
proKLK7 act = proKLK7 zymogen activators, primary screen, biochemical, fluorescence intensity | Kallikrein-7 (Homo sapiens), P49862 | purified proKLK7, EDANS-DABCYL substrate fluorescence; 100% is mature enzyme control, 0% vehicle | activation, % at 7 µM | hit rate 0.9% among 370,000 | AID 652039, 2013;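 active = activation above the mean of all tested compounds plus 3 SD, computed per campaign excluding outliers beyond control limits, cut at about 13% in these data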
Target sequence (P49862 whole entry, looked up): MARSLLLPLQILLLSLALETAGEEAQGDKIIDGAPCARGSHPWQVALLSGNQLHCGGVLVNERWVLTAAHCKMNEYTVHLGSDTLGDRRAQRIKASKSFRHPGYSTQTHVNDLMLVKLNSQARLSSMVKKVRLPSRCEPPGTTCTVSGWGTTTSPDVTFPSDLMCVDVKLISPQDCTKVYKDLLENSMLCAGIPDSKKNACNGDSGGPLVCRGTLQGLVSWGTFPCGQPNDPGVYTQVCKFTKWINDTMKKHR
NPR2 activator = human GC-B receptor activators, primary screen, HEK293 GC-B cells, cGMP TR-FRET, EC30 CNP | Atrial natriuretic peptide receptor 2 (Homo sapiens), P20594 | 0% at EC30 CNP, 100% saturating CNP | activation, % at 10 µM | hit rate 0.11% among 370,000;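 active = activation at 10 µM reaching about 35% in either raw or pattern-adjusted values, limit read from the data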
DAX1 inh-2 = DAX1 (NR0B1) inhibitors on StAR promoter, primary screen, cell-based, luminescence, SF-1 (NR5A1), full-length DAX-1. HEK293T StAR-luciferase reporter, SF-1/DAX-1 repression relief. inhibition, % at 6.8 µM. hit rate 1.1% among 370,000. AID 652010, 2013;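 active = inhibition above the mean over all tested compounds plus 3 SD, cut at about 3.6% in these data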;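 also: 0% = DAX-1 cells with DMSO and 100% = cells lacking DAX-1 with DMSO; higher inhibition means more luminescence from relief of DAX-1 repression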
Starred values were filed as active, the others as inactive; x = not tested or not shown.

SMILES	sPLA2-III inh	hgDAF12 agonist	ssDAF-12 act	SMARCA2 activ	hcDAF-12 act	FXN GAA850 act	NPR1 activator	DAX1 inh-1	proKLK7 act	NPR2 activator	DAX1 inh-2
O=C(Nc1nc(-c2cccc([N+](=O)[O-])c2)cs1)c1cccc([N+](=O)[O-])c1C(=O)O	-7	-1.4	-1.0	-1	-1.2	0.3	-6	0.5	0.2	-2	0.3
Cc1ccc(C)c(N2CCN(C(=O)CN3C(=O)c4ccccc4C3=O)CC2)c1	4	-4.2	-2.1	-2	-3.7	1.1	4	-1.2	-0.4	6	-0.8
O=C(C1CC=CCC1)N1CCN(C(=O)C2CC=CCC2)CC1 (stereo not given)	12	-2.5	-0.9	-3	1.6	0.2	1	0.8	-0.2	-1	0.4
COC(=O)c1ccc2[nH]c(C)c(CN3CCCC3)c(=O)c2c1	4	2.2	-1.3	2	-1.5	-0.1	3	-0.1	-6.5	2	0.6
COc1ccc2nc(NC(=O)CSc3nnc(C)s3)sc2c1	-2	5.8	-1.4	0	1.3	3.2	1	-0.5	0.3	-7	-0.3
COc1ccccc1N1CCN(C(=S)Nc2ccc(F)cc2)CC1	3	-3.4	-1.3	3	0.0	0.7	-3	-0.1	-0.5	-1	-0.1
CC(C)NC(=O)C1(C)CCN1C(=O)c1ccc(F)c(Cl)c1 (stereo not given)	-5	1.4	-0.9	-2	-0.1	-0.1	1	x	-0.1	4	-0.1
Cc1nc(NC(=O)c2cc3c(C)nn(-c4ccccc4)c3s2)sc1C(=O)Nc1ccccc1	0	-0.5	-1.2	2	0.8	1.5	-4	0.3	-0.1	-2	0.8
CCOc1ccccc1N1CCN(C(=S)NC(=O)C23CC4CC(CC(C4)C2)C3)CC1	4	-1.4	-1.3	-1	-1.5	0.1	0	0.6	-0.7	6	-0.8
Fc1ccc(-c2cnn3c(-c4ccncc4)ccnc23)cc1	9	16*	0.5	5	3.5	8.6*	6	2.9	0.0	-1	2.5

Continued (2 carried over from the part before).
SMILES	sPLA2-III inh	hgDAF12 agonist	ssDAF-12 act	SMARCA2 activ	hcDAF-12 act	FXN GAA850 act	NPR1 activator	DAX1 inh-1	proKLK7 act	NPR2 activator	DAX1 inh-2
CCOc1ccccc1N1CCN(C(=S)NC(=O)C23CC4CC(CC(C4)C2)C3)CC1	4	-1.4	-1.3	-1	-1.5	0.1	0	0.6	-0.7	6	-0.8
Fc1ccc(-c2cnn3c(-c4ccncc4)ccnc23)cc1	9	16*	0.5	5	3.5	8.6*	6	2.9	0.0	-1	2.5
O=S(=O)(c1ccc(-n2cnnn2)cc1)N1CCN(c2ccccc2F)CC1	6	0.7	-0.5	-3	-1.1	0.5	-2	0.1	-0.4	-1	-0.7
Cc1ccc(NC(=S)N2CCC(NC(=O)c3ccccc3)CC2)cc1	1	1.6	-1.3	-3	-0.8	-1.8	-4	-0.6	-0.1	3	-0.3
CN(Cc1ccccc1)C(=O)c1cccc(N2C(=O)NC3CC2(C)Oc2ccccc23)c1 (stereo not given)	-9	-2.1	-1.4	-1	-2.7	-2.2	5	-1.7	0.2	2	-0.4
CCc1ccc(CNCc2cccs2)cc1	14	8.7	-0.2	6	0.4	3.7	-4	0.4	-0.1	-3	0.2
COc1ccc(C(=O)NC2CCCc3c2cnn3-c2ccc(C)c(C)c2)c(OC)c1OC (stereo not given)	-10	-0.9	-1.4	-1	-2.0	-0.5	-1	-0.8	0.1	0	-0.6
Cn1c(=O)c(-c2cc(=O)[nH][nH]2)c(O)c2ccccc21	-9	2.6	-0.3	0	6.2*	1.3	1	x	1.0	-4	0.7
COc1ccc(CCNS(=O)(=O)c2cccc(F)c2)cc1OC	0	0.9	0.6	-3	0.0	2.4	-2	0.7	0.2	6	-0.1
COC(=O)Oc1nsnc1N1CCOCC1	13	0.2	-0.6	-3	-2.4	-0.9	x	0.2	0.5	x	-0.5
CCc1cccc(OCCCCNCCOC)c1	1	-1.1	0.0	-1	1.2	-0.6	2	2.0	-0.3	1	0.8
Cc1ccc(NC(=O)C2=CC(c3ccc(C)cc3)=NS(=O)(=O)N2C)cc1	-2	3.7	0.6	2	1.6	-2.1	-1	2.2	-0.4	-7	0.8
NNC(=O)c1nc[nH]c1C(=O)Nc1ccccn1	-1	6.2	0.2	1	1.3	-0.3	-6	4.3*	-0.7	-1	-0.4
Cn1c(=O)c2c(ncn2CC(=O)Nc2nc3ccc(F)cc3s2)n(C)c1=O	3	7.7	0.1	-1	6.2*	2.4	10	1.8	0.3	-5	0.6
O=S(=O)(c1cccc2ccccc12)N1CCSC1	-2	-0.7	-0.8	2	-0.5	2.2	2	1.7	-0.2	-1	-0.5
CCCCOc1cc(NCc2ccccc2)c2ncn(C(C)C)c2c1	21*	-0.3	-1.8	0	-2.0	-0.1	-2	0.0	0.1	11	-1.0
O=C(Nc1ccc(C2CC2(Cl)Cl)cc1)c1cccc([N+](=O)[O-])c1 (stereo not given)	-15	15*	0.1	2	3.9	1.3	-2	4.5*	1.2	-2	-0.3
Cc1ccc(C)c(NC(=O)CSc2nnc([C@@H](N)Cc3ccccc3)o2)c1	0	0.4	-1.4	-2	-0.1	-1.6	-1	-0.5	1.1	10	-0.6
CC1(C)Cc2nc3sc4c(SCC(=O)NC(c5ccccc5)c5ccccc5)ncnc4c3cc2CO1	-2	-0.8	-1.0	-1	-1.0	3.0	53*	2.4	0.0	15	-0.6
O=C(CN1C(=O)COc2ccccc21)N(Cc1ccc2c(c1)OCO2)CC1CCCO1 (stereo not given)	-9	1.0	-0.9	-5	-1.6	0.8	-7	0.5	-0.4	2	-1.0
CC(=O)c1cccc(S(=O)(=O)Nc2cccc(S(=O)(=O)NC3=NCCC3)c2)c1	-1	0.0	-1.5	10*	-0.9	-0.5	2	1.6	-0.6	0	-0.7
CSc1nc(NCCN(C)C)c2sc3nc(-c4ccco4)c4c(c3c2n1)CCC4	-4	1.3	-1.6	2	-0.3	1.2	1	3.1	0.8	2	-0.1
Cc1ccccc1C(=O)N1CCC(C(=O)NC(C)c2ccc(-n3ccnc3)cc2)CC1 (stereo not given)	4	-1.7	-0.4	-1	0.8	-1.2	0	-0.3	-0.4	5	0.4
COc1cc(C(=O)OCC(=O)Nc2ccc(S(=O)(=O)NC3=NCCCCC3)cc2)cc(OC)c1OC	-5	-3.3	-2.1	-4	-1.3	0.0	3	0.6	1.6	1	-0.5
FC(F)(F)c1cc(-c2ccccc2)nc2nc(N3CCOCC3)sc12	-3	-5.3	-1.2	-1	-0.2	-1.5	-3	0.4	-0.4	2	0.3
CCOc1ccc(Cl)cc1-c1cc(C(=O)NCc2ccccc2OC)[nH]n1	-10	-5.3	-1.9	-4	-1.9	0.3	28	x	-0.7	29	-1.0
COc1ccc(C(NC=O)c2cc(OC)c(OC)cc2Br)cc1OC (stereo not given)	-7	-0.4	-0.7	-2	0.1	-0.5	-5	-0.7	-0.1	-1	-0.2
O=C1CC(C(=O)O)S/C(=N\NC(=O)c2ccccc2)N1 (stereo not given)	-1	0.0	-1.1	-1	0.1	-1.2	-1	-0.1	-0.2	-5	0.3
C=CCn1c(SCc2ccccc2)nc(O)cc1=O	1	-0.8	0.3	-2	0.6	-2.6	-1	0.6	0.1	-4	-0.7
COc1cccc(NC(=O)c2ccc(-c3ccccc3[N+](=O)[O-])o2)c1	-15	4.5	-1.5	1	-0.1	4.2	1	-0.4	-0.8	1	0.3
O=C(CCS(=O)(=O)c1ccc(F)cc1)Nc1ccc(N2CCN(Cc3ccccc3)CC2)cc1	-10	-0.4	-1.0	-4	0.7	1.5	8	-0.8	0.5	8	-1.3
COc1ccc(/C=N/NC(=O)Cn2cnc3ccccc3c2=O)cc1OC	0	1.6	-1.1	-1	-0.3	1.2	4	1.7	0.1	0	0.8
CCN(CC)S(=O)(=O)c1ccc(N2CCOCC2)c(NC(=O)c2cccc3c(=O)c(C)c(-c4ccccc4)oc23)c1	-6	-8.2	-0.8	5	-4.9	-1.7	1	-2.8	-0.2	3	-1.9
CCOc1ccccc1NC(=O)CCC(=O)Nc1nnc(C2CCCCC2)s1	-1	0.4	-0.7	-1	-0.1	-2.5	0	0.8	0.2	0	-0.1
Cc1ccc(S(=O)(=O)Nc2nc(-c3ccccc3)cs2)cc1	-17	0.1	-0.8	-4	-1.5	0.6	-1	0.7	-0.1	2	0.1
Cc1ccccc1C(=O)NNC(=O)c1cc(S(=O)(=O)N2CCOCC2)ccc1C	3	-1.4	-1.1	-3	-1.4	0.6	2	0.6	-0.3	9	1.3
COc1ccc(C2CC(c3cccs3)n3nc(N)nc3N2)cc1 (stereo not given)	10	2.6	-1.1	2	-0.8	4.4	4	0.3	-28	-2	-0.6
Cc1cc(=O)n(Cc2ccccc2)c2c(C)cccc12	2	-2.2	-0.7	2	5.4	2.7	-10	0.8	-0.1	-7	0.2
CSc1nnc(NC(=O)c2nc(S(=O)(=O)Cc3cccc(C)c3)ncc2Cl)s1	-4	-5.3	-1.4	-12	-1.9	-11	9	-2.1	0.6	7	-1.1
O=C1NC(=O)N(C2CCCCC2)CC1Br (stereo not given)	14	1.0	-0.4	-4	1.6	-7.7	3	0.7	-0.7	-9	-0.2
O=C(Nc1ccc(S(=O)(=O)N2CCCCC2)cc1)c1cccnc1Cl	-2	-4.9	-0.4	-1	-1.6	0.8	0	-1.0	-0.2	7	-2.5
COc1ccc(C(=O)NCC(=O)N/N=C/c2cn[nH]c2-c2ccccc2)cc1	1	2.5	-0.3	0	-0.3	3.0	-9	-0.9	-0.4	-2	0.5

3 records picked at random from the list so far, as already listed:
SMILES	sPLA2-III inh	hgDAF12 agonist	ssDAF-12 act	SMARCA2 activ	hcDAF-12 act	FXN GAA850 act	NPR1 activator	DAX1 inh-1	proKLK7 act	NPR2 activator	DAX1 inh-2
Cc1nc(NC(=O)c2cc3c(C)nn(-c4ccccc4)c3s2)sc1C(=O)Nc1ccccc1	0	-0.5	-1.2	2	0.8	1.5	-4	0.3	-0.1	-2	0.8
Cc1ccc(NC(=S)N2CCC(NC(=O)c3ccccc3)CC2)cc1	1	1.6	-1.3	-3	-0.8	-1.8	-4	-0.6	-0.1	3	-0.3
Cc1ccc(C)c(N2CCN(C(=O)CN3C(=O)c4ccccc4C3=O)CC2)c1	4	-4.2	-2.1	-2	-3.7	1.1	4	-1.2	-0.4	6	-0.8
